D1 agonist: human D1 receptor agonism; activation, % at 2 µM; HEK293 T-REx D1 cells, calcium flux, agonist mode; P21728; 1% of 360,000 active; note: 0% is about no effect
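Tetracycline-induced HEK293 TREx D1 cells, force-coupled to calcium signalling, were dye-loaded with a no-wash calcium kit. Compound was pin-added after a 10 s baseline. Fluorescence was read kinetically at 1 cycle/s for 180 s, with calcium rises flagged as agonism.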
RXFP1 antag: RXFP1 (human) relaxin receptor antagonism; activity change, negative = inhibition, % at 57.5 µM; HEK293-RXFP1, relaxin-stimulated cAMP HTRF, 30 min; hits give low values; 0.59% of 350,000 active; Q9HBX9;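 active = activity change of -60% or lower, but not beyond a set lower limit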; note: % is set by controls: 0 for no effect and ±100 for the full control effect
D2 ag: D2 dopamine receptor (human) agonism | P14416 | HEK293 T-REx D2 cells, calcium flux agonist mode | activation, % at 2 µM | 0.53% of 340,000 active | AID 485358;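 active = activation over 3 SD above normal in the single-dose calcium agonist read, cut at about 30% in these data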; note: 0% is about no effect
Target sequence (P14416 whole entry, looked up): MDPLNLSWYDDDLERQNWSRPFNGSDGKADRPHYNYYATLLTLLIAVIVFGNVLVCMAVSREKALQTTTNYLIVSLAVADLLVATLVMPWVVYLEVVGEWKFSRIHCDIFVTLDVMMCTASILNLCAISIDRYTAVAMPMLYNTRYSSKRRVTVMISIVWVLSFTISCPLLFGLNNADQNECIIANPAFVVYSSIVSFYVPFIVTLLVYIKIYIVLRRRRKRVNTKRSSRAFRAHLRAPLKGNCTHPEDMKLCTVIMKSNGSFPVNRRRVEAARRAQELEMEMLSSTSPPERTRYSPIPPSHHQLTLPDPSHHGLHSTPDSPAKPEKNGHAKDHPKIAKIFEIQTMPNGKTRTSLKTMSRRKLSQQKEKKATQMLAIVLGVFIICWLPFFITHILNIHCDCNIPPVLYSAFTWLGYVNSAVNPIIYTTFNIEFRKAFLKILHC
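Agonism scored from kinetic calcium signal (1 read/sec, 180 s) following compound pin transfer, after a 10 s baseline. Cells: HEK293 Trex line expressing inducible D2 receptor coupled to calcium, dye-loaded after overnight culture at 30 C.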
D2 potentiator: positively modulates the human D2 dopamine receptor allosterically | AID 485347 | HEK293 T-REx D2, calcium flux, EC20 dopamine potentiation | P14416 | 0.34% of 340,000 active | potentiation, % at 10 µM;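 active = potentiation over 3 SD above the plate norm, cut at about 30% in these data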; note: 0% is about no effect
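Cells plated with tetracycline inducer and held overnight at 30 C; calcium dye loaded 30–90 min at room temperature; baseline taken, compound added and read 180 s; EC20 dopamine then added and read 180 s.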
D1 antagonist: blocks dopamine activation of the human D1 receptor; P21728; HEK293 TREx D1 cells, calcium flux, dopamine EC80; hits give low values; activity change, negative = inhibition, % at 10 µM; 3.2% of 360,000 active; AID 504652; in the data active = activity change below about -30%; note: % is set by controls: 0 for no effect and ±100 for the full control effect
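Cells carrying a force-coupled, tetracycline-inducible human D1 receptor report calcium flux. Each well gets a 10 s baseline, compound with 180 s monitoring, then an EC80 dopamine stimulus with a second 180 s kinetic read.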
TRHR enhancer: allosteric enhancers of human TRH receptor; P34981; TRHR cells, fluo-8 calcium fluorescence, EC20 TRH enhancement; enhancement, % at 2 µM; 0.66% of 360,000 active; AID 493056; in the data active = enhancement above about 30%; note: 0% is about no effect
Target sequence (P34981 whole entry, looked up): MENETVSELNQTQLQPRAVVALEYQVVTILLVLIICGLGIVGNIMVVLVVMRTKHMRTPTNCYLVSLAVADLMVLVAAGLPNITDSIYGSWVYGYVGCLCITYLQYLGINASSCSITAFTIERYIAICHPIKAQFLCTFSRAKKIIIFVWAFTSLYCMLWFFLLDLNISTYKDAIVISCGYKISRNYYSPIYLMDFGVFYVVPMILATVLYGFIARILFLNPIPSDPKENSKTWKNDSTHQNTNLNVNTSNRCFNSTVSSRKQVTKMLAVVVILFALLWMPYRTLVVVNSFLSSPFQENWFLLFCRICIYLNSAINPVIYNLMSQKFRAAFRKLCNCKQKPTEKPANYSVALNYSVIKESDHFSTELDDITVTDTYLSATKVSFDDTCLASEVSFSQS
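Enhancer read-out: after compound pinning and an initial kinetic agonist-mode read, an EC20 of TRH (10 nM final) was injected and fluo-8 calcium signal (Ex 480/Em 530) followed at 1 s/cycle for 100 cycles in TRHR-expressing cells.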
TRHR ag: agonists of human TRH receptor; P34981; TRHR cells, calcium flux fluo-8, FDSS agonist mode; activation, % at 2 µM; 0.18% of 360,000 active; AID 493084; note: 0% is about no effect
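Steps: seed TRHR cells overnight; add fluo-8 no-wash Ca dye, RT 30 min–1.5 h; record 10 s baseline; pin-transfer compounds; monitor fluorescence 1 cycle/s for the agonist window. Calcium increases flag candidate agonists.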
D2 antagonist: antagonizes the human D2 dopamine receptor; HEK293 TREx D2 cells, calcium flux, dopamine EC80; 2% of 340,000 active; inhibition, % at 10 µM; P14416; in the data active = inhibition above about 30%; note: 0% is about no effect
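Inhibition of EC80 dopamine-driven calcium flux, recorded kinetically, defines activity here; cells are a tetracycline-induced HEK293 T-REx line expressing force-coupled D2.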
D1 potentiator: enhances dopamine response at the human D1 receptor; P21728; HEK293 TREx D1 cells, calcium flux, dopamine EC20 potentiation; potentiation, % at 10 µM; 0.036% of 360,000 active; AID 504651; in the data active = potentiation above about 30%; note: 0% is about no effect
Active calls of the source: *; . = no result given. Cut-off read from the data, not from the text of the source, unless noted: active = activation above about 30%; inactive = the rest.

[1] O=C1/C(=C2\C(=O)N(Cc3ccc(F)cc3)c3ccccc32)SC(=S)N1CCS(=O)(=O)O
[2] COc1ccc(-n2ncc(C(=O)N3CCN(c4ccc(F)cc4)CC3)c2C)cc1
[3] O=[N+]([O-])c1cccc(-c2csc(CS(=O)(=O)Cc3ccco3)n2)c1
[4] Cc1ccc(-n2c(COCC(=O)O)nc3cccnc32)cc1
[5] CN(CC(=O)Nc1ccc(OC(F)(F)F)cc1)C(=O)Cc1ccc2c(c1)CCC2
[6] O=C(c1cc(=O)[nH]c2ccccc12)N1CCN(S(=O)(=O)c2ccc(Cl)cc2)CC1
screen / no. | 1 | 2 | 3 | 4 | 5 | 6
D1 agonist | 1 | 5 | 2 | -1 | 3 | 0
RXFP1 antag | -72* | -21 | 8 | . | -22 | -3
D2 ag | . | 0.1 | 0.4 | 2.2 | 0.0 | 0.7
D2 potentiator | . | 3 | -3 | 5 | 1 | -7
D1 antagonist | 3 | 5 | -13 | 1 | -12 | -5
TRHR enhancer | -7 | -4 | -4 | 0 | -1 | 0
TRHR ag | 0.5 | 0.0 | -0.1 | 1.1 | 2.3 | 0.0
D2 antagonist | . | -16 | 1 | . | -6 | -3
D1 potentiator | 5 | -5 | -3 | 0 | -2 | -5

[7] CC(C)C(c1nnnn1C1CCCC1)N1CCN(c2ccccc2F)CC1 (configuration not stated)
[8] COCCn1cnc2c1c(=O)n(CC(=O)NC(=O)NC(C)(C)C)c(=O)n2Cc1ccccc1
[9] CSc1ccc(CCNC(=O)c2ccc(CS(=O)(=O)c3ccc(Br)cc3)o2)cc1
[10] COC(=O)c1cc(N=Nc2sc(N)nc2C)cc(C(=O)OC)c1
[11] Nc1nc(NCc2ccc(Cl)cc2)nc(NCCO)c1[N+](=O)[O-]
[12] COc1ccc(-c2n[nH]c(=S)n2/N=C/C=C\c2ccccc2OC)cc1
screen / no. | 7 | 8 | 9 | 10 | 11 | 12
D1 agonist | 1 | 2 | 9 | 0 | 1 | 4
RXFP1 antag | 6 | -7 | -25 | 3 | 8 | 5
D2 ag | -0.1 | -0.6 | 0.0 | 2.6 | 15 | .
D2 potentiator | 3 | 0 | -8 | 8 | 16 | .
D1 antagonist | -9 | 1 | -15 | -3 | 4 | 3
TRHR enhancer | 11 | 3 | -10 | -8 | 8 | 11
TRHR ag | -0.2 | 0.3 | 0.0 | 0.8 | -0.7 | -1.5
D2 antagonist | -4 | -7 | . | 0 | -2 | .
D1 potentiator | 0 | -2 | -7 | 2 | 3 | -1

[13] CCN(Cc1ccncc1)C(=O)C1CCC(=O)N(Cc2ccc(Cl)cc2)C1 (configuration not stated)
[14] Cc1ccc(C(=O)OCC(=O)NC(=O)c2cccn2C)cc1
[15] C=CCOc1nc2c(c(=O)n(C)c(=O)n2C)n1Cc1ccccc1Cl
[16] CC[C@@H]1CC=C[C@H]2[C@H]1C(=O)N(Cc1ccccc1)[C@H]2c1ccc(OC)c(Cl)c1
[17] Cc1ccccc1-n1ncc2c1CC(C)(C)CC2NC(=O)C1=CC(=O)CC(C)(C)O1 (configuration not stated)
[18] CCOCCCNC(=O)c1cc2cc3cc(OC)ccc3nc2o1
screen / no. | 13 | 14 | 15 | 16 | 17 | 18
D1 agonist | 1 | 0 | -2 | 2 | 0 | 6
RXFP1 antag | -8 | -8 | 20 | . | 4 | 3
D2 ag | 0.1 | 0.2 | -0.7 | . | -0.6 | -1.4
D2 potentiator | -18 | 13 | 10 | . | 3 | -2
D1 antagonist | -6 | 0 | -3 | 28 | 1 | -10
TRHR enhancer | -2 | 1 | 3 | 1 | -1 | -5
TRHR ag | 0.0 | 0.5 | -1.0 | -0.3 | 0.1 | -0.7
D2 antagonist | -11 | -2 | 3 | . | 0 | 7
D1 potentiator | 0 | 0 | -1 | 3 | -2 | -3

[19] O=C(c1cc(-c2ccc(Cl)cc2)on1)N1CCCC1
[20] COc1cccc(/C=C2\SC(=S)N(C(Cc3ccccc3)C(=O)O)C2=O)c1 (configuration not stated)
[21] C#Cc1ccc([C@@H]2C=C(C(=O)N3CCN(Cc4ccc5c(c4)OCO5)CC3)O[C@H](OCCCCO)C2)cc1
[22] Cc1ccc(C(=O)OCC(=O)NN2C(=O)NC3(CCC(C)CC3)C2=O)cc1 (configuration not stated)
[23] COC(=O)c1c(C)[nH]c(C(=O)C(C)OC(=O)C2CC(=O)N(c3ccc(C)cc3)C2)c1C (configuration not stated)
[24] CC(=O)c1ccc(NC(=O)c2ccc(-n3cnnc3)cc2)cc1
screen / no. | 19 | 20 | 21 | 22 | 23 | 24
D1 agonist | 0 | 1 | -6 | 4 | 26 | 0
RXFP1 antag | -15 | 5 | . | -13 | -11 | -10
D2 ag | 2.0 | 0.4 | 0.1 | -0.5 | -1.2 | -1.8
D2 potentiator | . | 1 | 7 | 8 | 5 | -7
D1 antagonist | -7 | 2 | 6 | -18 | -1 | 8
TRHR enhancer | -2 | 0 | 8 | 10 | -5 | -3
TRHR ag | -0.5 | 0.6 | -0.5 | -0.1 | 0.0 | 0.5
D2 antagonist | 14 | 7 | -4 | 23 | -16 | .
D1 potentiator | -2 | -10 | -1 | -4 | . | -3

[25] CC1=C(C(=O)NC2CC(C)(C)Cc3c2cnn3-c2cccc(F)c2)OCCO1 (configuration not stated)
[26] Cc1ccc(C(=O)CSc2nnc(-c3cccnc3)n2N)cc1
[27] CCC(C(=O)OCC(=O)Nc1ccc(Cl)c(S(=O)(=O)N(C)C)c1)c1ccccc1 (configuration not stated)
[28] O=C(CSc1nnnn1C1CC2C=CC1C2)Nc1ccc(C(=O)O)cc1 (configuration not stated)
[29] O=C(NCc1ccccc1)C1CCC(=O)N(CCCN2CCCC2=O)C1 (configuration not stated)
[30] Cc1ccccc1CNC(=O)CCC(=O)N1CCOc2ccccc21
screen / no. | 25 | 26 | 27 | 28 | 29 | 30
D1 agonist | 2 | 1 | 9 | 3 | 3 | 4
RXFP1 antag | -37 | 6 | -7 | -11 | 11 | 10
D2 ag | 0.0 | 0.3 | -1.2 | 0.3 | 0.3 | -0.2
D2 potentiator | 19 | -2 | 7 | -6 | -1 | 6
D1 antagonist | -6 | -21 | -16 | 2 | 8 | 3
TRHR enhancer | 5 | -4 | -2 | 1 | 0 | -3
TRHR ag | -0.6 | -0.2 | -0.1 | -0.2 | -0.1 | -0.2
D2 antagonist | -13 | 3 | -1 | 6 | 2 | -4
D1 potentiator | 0 | -11 | 1 | -10 | 2 | -1

[31] CCOC(=O)Nc1cc(C(=O)OC)ccc1C
[32] Cc1ccn2c(C(=O)CSc3ccc(Cl)cc3)c(C)nc2c1
[33] CCn1c(SCc2nc(-c3ccccc3)no2)nc2ccccc21
[34] COc1ccc(S(=O)(=O)N2CCC(C(=O)N(C)Cc3ccc(C)o3)CC2)cc1OC
[35] COc1cccc(C(=O)Nc2nc(-c3ccccc3)c(-c3ccccc3)o2)c1
[36] COc1ccccc1OCC(=O)Nc1ccccc1C(=O)Nc1cccc(C(=O)O)c1
screen / no. | 31 | 32 | 33 | 34 | 35 | 36
D1 agonist | 1 | 1 | 17 | 1 | 4 | 2
RXFP1 antag | -1 | -10 | . | 8 | -11 | 0
D2 ag | -1.4 | 0.1 | -0.1 | 0.8 | -0.4 | 0.3
D2 potentiator | -18 | 5 | -18 | 7 | -6 | 4
D1 antagonist | 0 | 6 | -3 | -12 | 2 | -16
TRHR enhancer | 6 | -3 | -3 | 1 | -1 | 0
TRHR ag | -0.1 | 0.0 | 0.0 | 0.2 | -0.2 | -0.5
D2 antagonist | -10 | -16 | -2 | -9 | -5 | -7
D1 potentiator | -7 | -8 | 0 | 3 | -10 | 9

[37] CCOC(=O)C1C2C=CC3(CN(c4ccc(Cl)c(F)c4)C(=O)C13)O2 (configuration not stated)
[38] CCCCn1c(NCc2ccccn2)nc2ccccc21
[39] O=C(COC(=O)c1ccc(S(=O)(=O)NCc2ccco2)cc1)NCC1CCCCC1
[40] O=C1CC(NS(=O)(=O)c2ccc([N+](=O)[O-])cc2)CN1c1cccc(F)c1 (configuration not stated)
[41] CNC(=O)CN1C(=O)NC2(CCc3ccccc3C2)C1=O (configuration not stated)
[42] CC(Cc1cccs1)NC(=O)Nc1ccccc1 (configuration not stated)
screen / no. | 37 | 38 | 39 | 40 | 41 | 42
D1 agonist | 1 | 4 | -1 | 11 | 1 | 2
RXFP1 antag | 3 | 6 | -16 | -6 | -22 | -1
D2 ag | 1.0 | -1.2 | 0.1 | 0.3 | 0.2 | 0.4
D2 potentiator | 8 | 7 | -7 | 42* | 5 | -12
D1 antagonist | -3 | -7 | 5 | -2 | -24 | 7
TRHR enhancer | -4 | -3 | 10 | 2 | 3 | -9
TRHR ag | -0.3 | -0.7 | 0.1 | 0.6 | 0.4 | -0.1
D2 antagonist | -7 | 0 | 5 | -7 | 0 | -2
D1 potentiator | -1 | -3 | -5 | -5 | -10 | 12

[43] CCN1C(=O)c2ccccc2S(=O)(=O)c2ccc(C(=O)NCc3ccccc3Cl)cc21
[44] CC(C)CN(C(=O)c1cccc(S(=O)(=O)N2CCN(C)CC2)c1)C1CCS(=O)(=O)C1 (configuration not stated)
[45] Cc1ccc(-c2csc(N3C(=N)SCC3=O)n2)cc1
[46] CCCN1CCCc2cc(CN)ccc21
[47] O=C(CCCN1C(=O)/C(=C/c2cccs2)SC1=S)NNC(=O)c1ccncc1
[48] S=c1[nH]nc(Cc2noc3ccccc23)n1-c1ccc(Cl)cc1
screen / no. | 43 | 44 | 45 | 46 | 47 | 48
D1 agonist | 11 | 0 | 2 | 3 | 5 | 4
RXFP1 antag | . | -2 | -16 | 3 | -19 | -15
D2 ag | 2.5 | 0.8 | -0.4 | -0.1 | 1.2 | 0.7
D2 potentiator | -6 | -13 | 5 | -9 | -5 | -1
D1 antagonist | -13 | -6 | -7 | 2 | -8 | 5
TRHR enhancer | -6 | -2 | 5 | 1 | -4 | -1
TRHR ag | 1.7 | -0.1 | -1.3 | 0.9 | -0.3 | -0.5
D2 antagonist | . | -1 | 7 | 9 | 10 | 1
D1 potentiator | -3 | -7 | 5 | -2 | -10 | 1

[49] COc1ccc(C(=O)n2c(SC)nc3cc4c(cc32)OCCO4)cc1
[50] O=C(c1ccco1)N1N=C(c2cccs2)CC1c1cc([N+](=O)[O-])ccc1O (configuration not stated)
[51] O=C1CC(SCCO)C(=O)N1c1ccc(Oc2ccccc2)cc1 (configuration not stated)
[52] CCOC(=O)c1[nH]c2ccccc2c1NC(=O)c1ccccc1OC
[53] O=C(COC(=O)c1ccc(F)c(S(=O)(=O)N2CCOCC2)c1)NC1CCCCC1
[54] O=C(COC(=O)Cc1ccc(F)cc1)NC(=O)c1ccccc1
screen / no. | 49 | 50 | 51 | 52 | 53 | 54
D1 agonist | 2 | 8 | 7 | 2 | 4 | 3
RXFP1 antag | 8 | -7 | -18 | . | 1 | -8
D2 ag | 1.7 | -0.4 | -0.1 | -0.7 | -0.2 | 0.0
D2 potentiator | 0 | 6 | -19 | 20 | 3 | -5
D1 antagonist | -21 | 3 | -20 | -6 | 4 | 8
TRHR enhancer | -4 | 4 | -7 | 3 | -2 | 2
TRHR ag | 0.3 | 0.2 | 0.7 | -0.3 | -0.2 | 0.3
D2 antagonist | -32 | 7 | 0 | . | -3 | -1
D1 potentiator | -2 | 12 | -7 | 0 | . | -7
